TRPC6 act: activators of mouse TRPC6 channel | 0.13% of 310,000 active | Q61143 | B-score at 10 µM | HEK293-TRPC6 membrane potential dye fluorescence; stronger effect = higher value;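 active = B-score of the integrated fluorescence ratio above library mean plus 3 SD, and starting fluorescence ratio within library mean plus 5 SD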;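 note: higher score means more depolarization so channel activation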
Target sequence (Q61143 whole entry, looked up): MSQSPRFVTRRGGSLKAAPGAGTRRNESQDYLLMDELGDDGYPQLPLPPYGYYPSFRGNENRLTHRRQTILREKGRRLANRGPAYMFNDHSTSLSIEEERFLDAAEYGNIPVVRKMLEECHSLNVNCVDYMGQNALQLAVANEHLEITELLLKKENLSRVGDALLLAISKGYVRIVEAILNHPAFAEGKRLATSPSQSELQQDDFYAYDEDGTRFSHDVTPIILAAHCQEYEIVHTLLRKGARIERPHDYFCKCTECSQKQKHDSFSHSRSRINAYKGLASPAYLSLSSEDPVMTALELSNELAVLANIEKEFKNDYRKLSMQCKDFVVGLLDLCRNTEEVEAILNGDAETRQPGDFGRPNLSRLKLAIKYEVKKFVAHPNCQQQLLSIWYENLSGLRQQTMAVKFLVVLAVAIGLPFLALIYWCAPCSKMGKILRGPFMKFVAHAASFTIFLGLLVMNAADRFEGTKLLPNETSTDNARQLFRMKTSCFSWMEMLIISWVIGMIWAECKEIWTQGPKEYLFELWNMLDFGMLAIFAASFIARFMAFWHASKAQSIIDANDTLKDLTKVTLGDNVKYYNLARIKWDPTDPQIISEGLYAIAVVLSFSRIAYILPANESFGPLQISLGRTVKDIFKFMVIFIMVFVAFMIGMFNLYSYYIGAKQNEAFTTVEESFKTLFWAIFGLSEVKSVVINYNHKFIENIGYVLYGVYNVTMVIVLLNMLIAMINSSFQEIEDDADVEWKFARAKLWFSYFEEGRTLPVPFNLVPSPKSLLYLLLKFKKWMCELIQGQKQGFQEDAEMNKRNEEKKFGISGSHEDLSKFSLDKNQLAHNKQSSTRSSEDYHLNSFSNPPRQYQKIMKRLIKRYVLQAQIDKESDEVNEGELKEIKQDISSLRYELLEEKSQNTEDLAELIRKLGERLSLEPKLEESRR
MrgX1 PAM: human MrgX1 positive allosteric modulation, primary screen; 0.63% of 310,000 active; B-score at 10 µM; Q96LB2; MrgX1-HEK293, Fluo-4 calcium flux, FDSS; stronger effect = higher value;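 active = plate-corrected calcium response at least 3 library SD above typical, normal starting fluorescence, not activating the receptor alone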;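 note: compound read alongside a low EC10 to EC30 dose of BAM8-22 agonist; peak minus trough fluorescence over baseline measured at the second addition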
MrgX1 antagonist: human MrgX1 receptor antagonism, primary screen | Q96LB2 | MRGX1-HEK293 calcium flux, Fluo-4, BAM8-22 antagonism; stronger effect = lower value | B-score at 10 µM | 1.3% of 310,000 active;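 active = calcium-response B-score plate-corrected more than 3 library SD below zero, starting fluorescence within 5 deviations, no agonist response on first addition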;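 note: peak minus trough fluorescence over baseline after final BAM8-22 challenge near maximal dose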
MrgX1 ag: agonists of human MrgX1 receptor | Q96LB2 | MrgX1-HEK293 cells, Fluo-4 calcium fluorescence, agonist mode; stronger effect = higher value | B-score at 10 µM | 0.44% of 310,000 active;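 active = calcium response B-score plate-corrected fluorescence ratio at least 3 library SD, with starting fluorescence B-score inside 5 SD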
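Material: MrgX1-expressing HEK293 cells / Dosing: compound as first of three additions / Incubation: overnight seeding, then 1 h dark dye loading / Signal: Fluo-4 NW calcium fluorescence / Evaluation: B-scored fluorescence response ratio / Benchmarks: positive and negative control wells on each plate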
RGS4 inh: human RGS4 inhibition; P49798; HEK293 M3R/RGS4 inducible, Fluo-4 calcium flux; stronger effect = higher value; triggered by carbachol at its EC20; B-score at 10 µM; 0.45% of 310,000 active; AID 463165;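 active = B-score, a plate-corrected calcium signal, over three deviations above library mean, with baseline fluorescence within five deviations of library mean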;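 note: RGS4 expression induced by doxycycline in cells with stable M3 receptor; B-score is computed from the integrated fluorescence ratio over baseline after carbachol; higher B-score means a larger calcium signal and so more RGS4 inhibition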
Target sequence (P49798 whole entry, looked up): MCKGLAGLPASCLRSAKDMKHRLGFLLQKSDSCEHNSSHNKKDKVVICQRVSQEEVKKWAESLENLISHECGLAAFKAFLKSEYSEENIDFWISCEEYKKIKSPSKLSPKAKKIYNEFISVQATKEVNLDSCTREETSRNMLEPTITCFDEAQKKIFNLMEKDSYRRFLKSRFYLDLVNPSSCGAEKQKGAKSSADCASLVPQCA
RGS4 pot: potentiators or activators of RGS4; 0.92% of 310,000 active; AID 463111; HEK293 M3R/inducible RGS4, carbachol calcium flux Fluo4; stronger effect = lower value; B-score at 10 µM;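 active = B-score of the integrated calcium signal more than 4 SD below the library mean, with starting fluorescence not abnormally high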;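 note: negative B-score means reduced calcium response which marks RGS4 activation or potentiation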
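Material: Inducible-RGS4 HEK293 cells carrying M3 receptor; also added: carbachol at ECmax as muscarinic agonist stimulus; incubation: compound preincubation 20 min at room temperature before agonist; signal: Fluo4-AM (2 µM) calcium-flux fluorescence, kinetic read; measure: integrated calcium ratio converted to B score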
SKKanGAS inh: blocks kanamycin growth of S. pyogenes SKKanGAS strain | inhibition, % at 7.5 µM | BacTiter-Glo, 6 h | 1.3% of 300,000 active;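 active = mean replicate score, as percent of positive control median, at least 50; inconclusive = mean below 50 but one replicate at or above 50; inactive = mean and every replicate below 50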;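 note: strain carries kanamycin resistance gene driven by streptokinase promoter and grows in 40 µg/ml kanamycin; loss of luminescence reflects streptokinase promoter inhibition or plain growth inhibition; 0% = median of DMSO wells and 100% = positive control at its reference dose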
TMEM16A act: mouse TMEM16A channel activation, primary screen; 0.3% of 340,000 active; B-score at 10 µM; HEK293 TMEM16A/YFP-H148Q/I152L, iodide quench fluorescence; stronger effect = lower value; Q8BHY3;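 active = fluorescence-ratio B-score plate-corrected deviation score at least 3 library SD below zero, with starting fluorescence score within 5 deviations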;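 note: channel opened by trigger with iodide after compound preincubation; score built on the fluorescence ratio of max minus min over baseline; more negative score means more quench and so TMEM16A activation or potentiation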
TRPC6 inh: inhibitors of mouse TRPC6 channel; Q61143; HEK293-TRPC6, membrane potential dye, ACh-evoked depolarization; stronger effect = lower value; B-score at 10 µM; 1.1% of 310,000 active; AID 2553;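 active = B-score under library mean minus 3 SD, initial fluorescence not abnormally high, positive integrated signal ratio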;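 note: B-score derived from integrated fluorescence ratio over the kinetic read; more negative B-score means stronger inhibition of depolarization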
HDAC3 inh: blocks human histone deacetylase 3; O15379; recombinant HDAC3, fluorogenic peptide/trypsin coupled, fluorescence; inhibition, % at 8.3 µM; 0.15% of 320,000 active; AID 2718; in the data active = inhibition above about 26%, passing the limit was not always enough; inconclusive = no clear call, values can overlap the other calls
TMEM16A inh: inhibitors of mouse TMEM16A calcium-activated chloride channel; Q8BHY3; HEK293 TMEM16A/YFP iodide influx fluorescence, ionomycin; normalized B-score (activity score, 25-100; higher = stronger inhibition) at 10 µM; 1.2% of 310,000 active; AID 588511;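 active = ratio plate-corrected score three or more library SD toward inhibition, starting fluorescence score within five deviations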;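 note: score derived from kinetic fluorescence span divided by baseline fluorescence per well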
* marks the source's active call; other numbers are inactive results; i = inactive; ? = inconclusive; · = not tested or not shown.

The line under a structure holds: TRPC6 act | MrgX1 PAM | MrgX1 antagonist | MrgX1 ag | RGS4 inh | RGS4 pot | SKKanGAS inh | TMEM16A act | TRPC6 inh | HDAC3 inh | TMEM16A inh
COC(=O)C1=C(C)Nc2c(c(=O)n(C)c(=O)n2C)C1c1cccs1 (stereo not drawn)
→ i | i | i | i | i | i | 3 | i | i | -2 | i
COc1ccc(/C=C/C(=O)O/N=C(\N)c2cccnc2)cc1OC
→ i | i | i | i | i | i | -5 | i | i | 1 | i
C[C@H]1CN=C(N(C)C)N1CCc1ccc(F)cc1
→ · | i | i | i | · | · | · | i | · | -5 | i
CN(C)/C=C/c1c(C#N)c(=O)ncn1Cc1ccccc1
→ i | i | i | i | i | i | 7 | i | i | 9 | i
CCC(C)(C)C1CCc2nc3ccccc3c(C(=O)OC(C)C(=O)Nc3c(C)n(C)n(-c4ccccc4)c3=O)c2C1 (stereo not drawn)
→ i | i | i | i | i | i | 27 | i | i | -1 | i
CCOC(=O)c1c(C)n(C)c2ccc(O)c(CN3CCN(C)CC3)c12
→ i | i | i | i | i | i | -2 | i | i | -2 | i
COc1ccccc1C(C#N)N1N=C(C)CC1(C)C (stereo not drawn)
→ i | i | i | i | i | i | 3 | i | i | 6 | i
CCCc1noc2c1/C(=N\O)CCC2
→ i | i | i | i | i | i | -3 | i | i | 4 | i
COc1ccc(S(=O)(=O)N2CCN(C(c3ccccc3)c3ccccc3)CC2)cc1NC(C)=O
→ i | i | i | i | i | i | 2 | i | i | -7 | i
COc1ccc(NC(C)C(=O)N/N=C/c2cc(Br)ccc2OC)cc1 (stereo not drawn)
→ i | i | i | i | i | i | -2 | i | i | 12 | i
CCOC(=O)C(C)Sc1nnc2c3ccccc3n(C)c2n1 (stereo not drawn)
→ i | i | i | i | i | i | 6 | i | i | -8 | i
Cc1cc(C)cc(NC(=S)N2CCN(CCO)CC2)c1
→ i | i | i | i | i | i | -2 | i | i | 2 | i
Cc1ccc(NC(=S)N(CCCN2CCOCC2)Cc2ccco2)cc1Cl
→ i | i | i | i | i | i | 2 | i | i | 0 | i
O=C1CC(C2CCCO2)C(=O)N1c1ccccc1 (stereo not drawn)
→ i | i | i | i | i | i | -2 | i | i | 2 | i
CCC(=O)NNc1ncnc2ccccc12
→ i | i | i | i | i | i | -7 | i | i | 7 | i
COCCCNc1nc2c(c(=O)n(Cc3ccc(F)cc3)c(=O)n2C)n1C
→ i | i | i | i | i | i | -3 | i | i | 5 | i
Cc1ccc(C)c(N2CCN(S(=O)(=O)c3cc4c(cc3Cl)NC(=O)CO4)CC2)c1
→ i | i | i | i | i | i | 0 | i | i | 1 | i
COc1ccccc1NC(=O)c1sc(Cl)nc1C
→ i | i | i | i | i | i | 0 | i | i | 7 | i
COc1ccc(C2C(C#N)=C(N)OC3=C2C(=O)CC(C)(C)C3)cc1Cn1nc(C)c([N+](=O)[O-])c1C (stereo not drawn)
→ i | i | i | i | i | i | -12 | i | i | 2 | i
Cc1ccc(C)c(OCc2cc(C(=O)N(C)Cc3nccn3C)no2)c1
→ i | i | i | i | i | i | 15 | i | i | 2 | i
CC(=O)c1ccc(OCC(C)C)c(Cc2c(O)nc(N)[nH]c2=O)c1
→ i | i | i | i | i | i | -5 | i | i | 0 | i
CCOC(=O)c1cnc2sccn2c1=O
→ i | i | i | i | i | i | 3 | i | i | -5 | i
CCOC(=O)C1CCCN(C(=O)Nc2cccc(Cl)c2)C1 (stereo not drawn)
→ i | i | i | i | i | i | -2 | i | i | 4 | i
COc1ccc(-c2nnc(NC(=O)c3ccc(S(=O)(=O)N4CCc5ccccc5C4)cc3)o2)cc1
→ i | i | i | i | i | i | 94* | i | i | -1 | i
N#Cc1ncc(-c2ccc3c(c2)OCCOCCOCCOCCO3)nc1C#N
→ i | i | i | i | i | i | 1 | i | i | 2 | i
NNC(=S)Nc1c(F)cc(F)cc1Br
→ i | i | i | i | i | i | 7 | i | i | -1 | i
CCC(C)[C@H]1CNC(=O)C(=O)N1CCCc1cc(OC)c(OC)c(OC)c1 (stereo partly drawn)
→ i | i | i | i | i | i | -3 | i | i | 3 | i
Cc1ccc(C(=O)NCC(=O)OCCCn2c(=O)[nH]c3ccccc32)cc1
→ i | i | i | i | i | i | 0 | i | i | -6 | i
Cc1cc(S(=O)(=O)NCCCN2CCOCC2)ccc1F
→ i | i | i | i | i | i | 3 | i | i | -3 | i
CN(Cc1ccccc1)C(=O)Nc1ccccc1
→ i | i | i | i | i | i | 1 | i | i | -3 | i

Carrying on.
The line under a structure holds: TRPC6 act | MrgX1 PAM | MrgX1 antagonist | MrgX1 ag | RGS4 inh | RGS4 pot | SKKanGAS inh | TMEM16A act | TRPC6 inh | HDAC3 inh | TMEM16A inh
CC(C)Oc1ccc(C(=O)NC2CCCCC2)cc1
→ i | i | i | i | i | i | -3 | i | i | -5 | i
C=Cc1ccc(COC(=O)c2cn(CC)c3nc(C)ccc3c2=O)cc1
→ i | i | i | i | i | i | -9 | i | i | 2 | i
C=CCn1c(C(C)NC(=O)COC)nc2ccccc21 (stereo not drawn)
→ i | i | i | i | i | i | -4 | i | i | · | i
CC1=C(CC(=O)O)c2cc(F)ccc2C1=Cc1ccc(S(C)(=O)=O)cc1
→ · | i | i | i | · | · | · | i | · | 2 | i
CCn1cc(C(=O)NCc2ccccc2OC)c(=O)c2cc(S(=O)(=O)N(C)C)ccc21
→ i | i | i | i | i | i | -1 | i | i | -1 | i
Fc1ccc(OCc2nn3cnnc3s2)cc1
→ i | i | i | i | i | i | -3 | i | i | ? | i
O=C(Nc1ccc(NC(=O)c2ccccc2Br)cc1)c1ccccc1
→ i | i | i | i | i | i | 3 | i | i | 2 | i
Cc1cc(C)nc(N2N=C(c3ccccc3)CC2=O)n1
→ i | i | i | i | i | i | 3 | i | i | 3 | i
CN1C(=O)c2ccc(C(=O)NCc3ccc4c(c3)OCO4)cc2C1=O
→ i | i | i | i | i | i | 3 | i | i | -4 | i
COc1ccc(C(=O)Nc2ccc3[nH]c(-c4cccc(OC)c4)cc(=O)c3c2)cc1
→ i | i | i | i | i | i | 3 | i | i | -9 | i
COc1ccc2c(c1)c(=O)oc1c(C)c(OC(C)C(=O)N[C@@H](Cc3c[nH]c4ccc(O)cc34)C(=O)O)ccc12 (stereo partly drawn)
→ i | i | i | i | i | i | -5 | i | i | -5 | i
COc1cccc(-c2nn(-c3ccc(C)cc3)cc2C(=O)NCC(c2cccs2)N2CCOCC2)c1 (stereo not drawn)
→ i | i | i | i | i | i | 26 | i | i | -5 | i
O=C(O)CN1C(=O)Nc2ccc(Br)cc2C1c1ccccc1 (stereo not drawn)
→ i | i | i | i | i | i | 0 | i | i | 2 | i
COc1ccc(Nc2c(C)cccc2C)cc1
→ i | i | i | i | i | i | 3 | i | i | 1 | i
CC(/C=C/c1ccccc1)=N\NC(N)=S
→ i | i | i | i | i | i | 5 | i | i | 5 | i
COC(=O)COC(=O)c1ccc(O)cc1
→ i | i | i | i | i | i | 0 | i | i | 2 | i
CC1(C(=O)NCc2ccccn2)C=CCN1C(=O)c1ccccc1 (stereo not drawn)
→ i | i | i | i | i | i | 9 | i | i | -10 | i
CN(CCC#N)C(=O)COC(=O)c1cccnc1Nc1ccccc1F
→ i | i | i | i | i | i | -7 | i | i | -1 | i
CCc1cc(C(c2ccc(OC)c(OC)c2)N2CCOCC2)c(NC(=O)c2ccccc2)s1 (stereo not drawn)
→ i | i | i | i | i | i | 0 | i | i | ? | i
Cc1ccsc1C(=O)NCC(=O)OCc1ccccc1
→ i | i | i | i | i | i | -3 | i | i | 6 | i
Cc1ccc2c(n1)sc1c(-c3ccccc3)c(C#N)c(N)nc12
→ i | i | i | i | i | i | -6 | i | i | -1 | i
CCn1c(=O)cc(SCC(=O)Nc2ccc(C)cn2)c2ccccc21
→ i | i | i | i | i | i | 0 | i | i | 1 | i
Cc1ccc(S(=O)(=O)N2CCN(c3ccccc3)CC2)cc1
→ i | i | i | i | i | i | -3 | i | i | 4 | i
CC(C)c1nn2c(=O)cc(O)nc2s1
→ i | i | i | i | i | i | 1 | i | i | 3 | i
Cc1ccc(NC(=O)NNC(=O)Cn2nc(-c3ccccc3)c(-c3ccccc3)c(C#N)c2=O)cc1
→ i | i | i | i | i | i | 4 | i | i | 0 | i
CCN(c1ccccc1)S(=O)(=O)c1cccc(C(=O)NCC(c2cccs2)N2CCOCC2)c1 (stereo not drawn)
→ i | i | i | i | i | i | -2 | i | i | 4 | i
O=C1c2ccccc2C(=O)C1c1ccc(Cl)cc1
→ i | i | -6.5* | i | i | i | -13 | i | i | 1 | i
Nc1nnc(-c2ccccc2Cl)s1
→ i | i | i | i | i | i | -1 | i | i | -7 | i
O=C(NCCCN1CCOCC1)C(=O)NCc1ccccc1
→ i | i | i | i | i | i | 2 | i | i | 1 | i
Cc1cc(C)nc(N2CCC(C(=O)NCc3ccco3)CC2)n1
→ i | i | i | i | i | i | 8 | i | i | -1 | i

The list continues.
The line under a structure holds: TRPC6 act | MrgX1 PAM | MrgX1 antagonist | MrgX1 ag | RGS4 inh | RGS4 pot | SKKanGAS inh | TMEM16A act | TRPC6 inh | HDAC3 inh | TMEM16A inh
O=C(CSCc1ccccc1)Nc1ccc(S(=O)(=O)Nc2ncccn2)cc1
→ i | i | i | i | i | i | 5 | i | i | -2 | i
c1ccc(CN2CCOCCOCCOCC2)cc1
→ i | i | i | i | i | i | 2 | i | i | 8 | i
CC(=O)NS(=O)(=O)c1ccc(NC(=O)/C=C/c2ccco2)cc1
→ i | i | i | i | i | i | -7 | i | i | 2 | i
Cc1noc(NS(=O)(=O)c2ccc(NC(=O)c3ccc(N4C(=O)c5ccccc5C4=O)cc3)cc2)c1C
→ i | i | i | i | i | i | 6 | i | i | -6 | i
O=C(NCCO)c1cc([N+](=O)[O-])cc2c1C=Cc1ccccc1O2
→ i | i | i | i | i | i | -2 | i | i | -2 | i
O=C(NC1CCCCCC1)C(=S)N1CCCC1
→ i | i | i | i | i | i | 10 | i | i | 0 | i
CCCc1cc2c(=O)c(-c3ccc4c(c3)OCCO4)coc2cc1OC(=O)c1ccco1
→ i | i | i | i | i | i | 8 | i | i | 2 | i
O=C(NC1CCCCC1)c1ccc(-c2cccc([N+](=O)[O-])c2)o1
→ i | i | i | i | i | i | -1 | i | i | 14 | i

Hits appear at their usual frequency. Share with any hit: about 6.7%.
